High-throughput results deposited in PubChem by several laboratories.
TRPC4 PAM: positive allosteric modulators of TRPC4, primary screen, cell-based, mouse TRPC4beta, HEK293 mu-opioid, Fluo-4 calcium; AID 2227, 2009; DAMGO EC20, Fluo-4 Ca2+ flux; hits give high values; Short transient receptor potential channel 4 (Mus musculus), Q9QUQ5; 310,000 tested, 0.42% active; B-score at 10 µM;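 active means B-score of calcium response area above 5 SD of library B-scores, with initial fluorescence ratio within 5 SD of library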;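 further: B-score of integrated fluorescence ratio over time as area under calcium response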
TRPC6 inh: mouse TRPC6 channel inhibitors, primary screen, cell-based, HEK293, membrane potential dye | ACh-evoked depolarization; hits give low values | Short transient receptor potential channel 6 (Mus musculus), Q61143 | 310,000 tested, 1.1% active | B-score at 10 µM;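 active means B-score under library mean minus 3 SD, initial fluorescence not abnormally high, positive integrated signal ratio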;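 further: B-score derived from integrated fluorescence ratio over the kinetic read; more negative B-score means stronger inhibition of depolarization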
Target sequence (Q61143 whole entry, looked up): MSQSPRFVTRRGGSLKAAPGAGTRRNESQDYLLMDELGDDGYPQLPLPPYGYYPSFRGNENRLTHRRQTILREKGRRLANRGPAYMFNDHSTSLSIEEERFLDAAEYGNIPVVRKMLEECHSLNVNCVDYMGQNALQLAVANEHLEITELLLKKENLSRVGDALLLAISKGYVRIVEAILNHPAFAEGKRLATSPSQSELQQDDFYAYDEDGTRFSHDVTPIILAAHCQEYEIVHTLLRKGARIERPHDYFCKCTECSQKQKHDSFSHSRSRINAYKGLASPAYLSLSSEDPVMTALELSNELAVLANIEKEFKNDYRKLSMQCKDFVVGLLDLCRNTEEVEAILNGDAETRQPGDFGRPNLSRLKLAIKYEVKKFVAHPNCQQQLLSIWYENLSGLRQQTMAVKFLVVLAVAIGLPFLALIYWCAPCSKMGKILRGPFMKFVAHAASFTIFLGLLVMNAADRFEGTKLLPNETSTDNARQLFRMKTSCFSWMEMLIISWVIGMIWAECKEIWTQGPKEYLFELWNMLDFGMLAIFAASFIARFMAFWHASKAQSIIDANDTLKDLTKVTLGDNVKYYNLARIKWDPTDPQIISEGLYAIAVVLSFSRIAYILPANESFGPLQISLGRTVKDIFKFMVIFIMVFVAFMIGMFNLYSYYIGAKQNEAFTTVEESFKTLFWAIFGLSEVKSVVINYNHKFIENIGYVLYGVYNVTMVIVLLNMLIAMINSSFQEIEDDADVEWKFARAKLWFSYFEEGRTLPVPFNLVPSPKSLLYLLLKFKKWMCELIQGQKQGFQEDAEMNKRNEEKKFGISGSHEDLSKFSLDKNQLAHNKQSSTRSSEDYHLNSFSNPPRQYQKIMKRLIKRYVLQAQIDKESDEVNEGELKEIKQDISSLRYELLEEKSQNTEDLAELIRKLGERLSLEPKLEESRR
HIF act: HIF pathway transcriptional activators, primary screen, cell-based, U2OS HRE-luciferase, luminescence; 300,000 tested, 0.32% active; AID 1910, 2009; U2OS HRE-luciferase reporter; normalized: DMSO 0%, desferrioxamine 100%; activation, % at 7.5 µM (by protocol);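 active means mean activation of at least 10% of the iron chelator positive control signal, with at least half of replicates also reaching 10%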
TRPC6 activator: mouse TRPC6 channel activators, primary screen, cell-based, HEK293, membrane potential dye. Short transient receptor potential channel 6 (Mus musculus), Q61143. HEK293-TRPC6 membrane potential dye fluorescence; hits give high values. B-score at 10 µM. 310,000 tested, 0.13% active. AID 2550, 2010;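 active means B-score of the integrated fluorescence ratio above library mean plus 3 SD, and starting fluorescence ratio within library mean plus 5 SD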;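 further: higher score means more depolarization so channel activation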
MrgX1 antag: antagonists of human MrgX1 receptor, primary screen, HEK293 cells, Fluo-4 calcium flux; Mas-related G-protein coupled receptor member X1 (Homo sapiens), Q96LB2; B-score at 10 µM; 310,000 tested, 1.3% active; BAM8-22 antagonism; hits give low values;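 active means calcium-response B-score plate-corrected more than 3 library SD below zero, starting fluorescence within 5 deviations, no agonist response on first addition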;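 further: peak minus trough fluorescence over baseline after final BAM8-22 challenge near maximal dose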
MrgX1 ag: agonists of human MrgX1 receptor, primary screen, HEK293 cells, Fluo-4 calcium flux | Mas-related G-protein coupled receptor member X1 (Homo sapiens), Q96LB2 | Fluo-4 calcium fluorescence, agonist mode; hits give high values | B-score at 10 µM | 310,000 tested, 0.44% active | AID 588627, 2011;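 active means calcium response B-score plate-corrected fluorescence ratio at least 3 library SD, with starting fluorescence B-score inside 5 SD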
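times = overnight plating, then 30 min 37 °C plus 30 min room-temperature dye loading | assay system = stable human MrgX1 HEK293 cell line | input = fifteen thousand cells per well | signal = kinetic calcium dye fluorescence, Fluo-4 NW | dosing = compound delivered in addition one of three | read-out = B-scored fluorescence response ratio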
PolyA inhibitor: polyadenylation inhibitors in yeast reporter cells, primary screen, luminescence, S. cerevisiae | 300,000 tested, 0.02% active | S. cerevisiae SKY197-pL101 polyadenylation reporter, beta-gal luminescence; efflux-impaired pdr1/pdr3 knockout yeast; score 100 = 6 SD above DMSO | AID 1875, 2009 | calls only at 12 µM;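 active means lowest replicate activity score at least 50, where 100 means six control SD above control mean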;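 further: yeast exposed to compound for 9 h at 30 °C; higher score means more reporter readthrough which indicates perturbed polyadenylation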
MrgX1 PAM: positive allosteric modulators of MrgX1, primary screen, HEK293 cells, Fluo-4 calcium flux. FDSS; hits give high values. B-score at 10 µM. 310,000 tested, 0.63% active;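 active means plate-corrected calcium response at least 3 library SD above typical, normal starting fluorescence, not activating the receptor alone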;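 further: compound read alongside a low EC10 to EC30 dose of BAM8-22 agonist; peak minus trough fluorescence over baseline measured at the second addition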
AI-2 QS mod: Vibrio harveyi AI-2 quorum sensing modulators, primary screen, JMH597 strain, luminescence/OD600 ratio; Vibrio harveyi JMH597 AI-2 luminescence/OD600 ratio, 9 h; hits give low values; strain lacks LuxN and CqsS sensors; 0 = neutral-control median; activity change, % at 7.5 µM; 300,000 tested, 0.4% active; AID 2094, 2009; in the data active means activity change below about -75%, passing the limit was not always enough;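 further: luminescence divided by OD600 gain over 9 h not by final OD600 alone; inactives centre near 13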
TRPC4 inh: inhibitors of mouse TRPC4 channel, primary screen, Fluo4 calcium, HEK293 TRPC4beta/mu-opioid cells. DAMGO-evoked Fluo4 calcium flux; hits give low values. Short transient receptor potential channel 4 (Mus musculus), Q9QUQ5. 300,000 tested, 0.39% active. AID 2247, 2010. B-score at 10 µM;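 active means B-score over 3 SD under the library average, no early fluorescence shift, positive overall ratio signal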
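material = TRPC4beta/mu-opioid receptor HEK293 cell line | probe or stimulus = sequential submaximal and maximal DAMGO stimulation | compound dosing = one concentration per compound | measured by = Fluo4 Ca2+ flux fluorescence | evaluation = integrated fluorescence ratio relative to baseline, converted to per-well B score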
TRPC4 agonist: activators of mouse TRPC4 channel, primary screen, Fluo4 calcium, HEK293 TRPC4beta/mu-opioid cells; B-score at 10 µM; Short transient receptor potential channel 4 (Mus musculus), Q9QUQ5; 310,000 tested, 0.49% active; Fluo4 calcium fluorescence; hits give high values;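 active means B-score above 5 SD of library B-scores, and initial fluorescence ratio not above library mean plus 5 SD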;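 further: positive B-score marks a calcium rise read as TRPC4 activation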
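Assay system: HEK293 stable line with TRPC4beta plus mu-opioid receptor. Times: dye 45 min RT, read 110 s. Measured by: kinetic Fluo4 calcium fluorescence. Measure: B score of integrated ratio. Controls: assay buffer as low control, maximal DAMGO as high control.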
Starred values were filed as active, the others as inactive; i = inactive; / = no result given. An excerpt; count on the stated rates, not on these rows.

compound,PolyA inhibitor,HIF act,TRPC4 agonist,MrgX1 ag,TRPC4 inh,MrgX1 PAM,TRPC6 inh,MrgX1 antag,TRPC4 PAM,TRPC6 activator,AI-2 QS mod
Cc1cccc(C(=O)N/C(=C/c2ccco2)C(=O)N2CCCCCC2)c1,i,0.2,i,i,i,i,i,i,i,i,20
COc1ccc(/C=C/C(=O)c2ccccc2O)cc1,i,4.7,i,i,i,i,i,i,i,i,9
COc1cc(C(=O)OCC(=O)Nc2cc(C)on2)c([N+](=O)[O-])cc1OC,i,0.0,i,i,i,i,i,i,i,i,20
CC(C(=O)NC1CCCC1)N1C(=O)c2cccc3cccc1c23 (stereo not given),i,0.3,i,i,i,i,i,i,i,i,-2
O=C(O)C1CCCCC1C(=O)Nc1ccc(Cl)cc1 (stereo not given),i,0.1,i,i,i,i,i,i,i,i,25
Fc1ccc(Br)cc1/C=N/N1CCN(c2ccccc2)CC1,i,-8.1,i,i,i,i,i,i,i,i,46
N=c1c(C(=O)NC2CCCCC2)cc2c(=O)n3ccccc3nc2n1Cc1ccc(F)cc1,i,/,i,i,i,i,i,i,i,i,47
N=c1sccn1CC(=O)N1CCc2ccccc21,i,-3.1,i,i,i,i,i,i,i,i,24
Cc1ccnc(NC(=O)C2COc3ccccc3O2)c1 (stereo not given),i,1.5,i,i,i,i,i,i,i,i,25
O=C(Nc1ccc(F)cc1F)N1CCCCC1c1cccnc1 (stereo not given),i,0.2,i,i,i,i,i,i,i,i,16
CS(=O)(=O)c1ccc2nc(NC(=O)CN3CCC(Cc4ccccc4)CC3)sc2c1,i,0.2,i,i,i,i,i,i,i,i,7
O=[N+]([O-])c1ccc(-c2ccc(/C=N/c3c(-c4ccco4)nc4ccccn34)o2)cc1,i,0.3,i,i,i,i,i,i,i,i,22
CC(=O)Nc1ccc(NC(=O)CCOc2ccccc2C)cc1,i,0.6,i,i,i,i,i,i,i,i,12
CC(C)Oc1ccc(N2CC(C(=O)Nc3ccc4c(c3)OCO4)CC2=O)cc1 (stereo not given),i,-0.3,i,i,i,i,i,i,i,i,11
Cc1cc(C(F)(F)F)nc2c(Cl)c(C(C)(C)C)nn12,i,-0.4,i,i,i,i,i,i,i,i,5
Cc1cc(S(=O)(=O)N2CCOCC2)ccc1OCC(=O)N1CCC(C)CC1,i,-1.0,i,i,i,i,i,i,i,i,21
COc1ccc(S(=O)(=O)N2CCCCC2)cc1Br,i,-0.4,i,i,i,i,i,i,i,i,3
O=C(CN(C1CCCCC1)S(=O)(=O)c1ccc(Br)cc1)NCc1cccnc1,i,0.2,i,i,i,i,i,i,i,i,16
CCCOc1ccc(N2C(=O)CC(NCC#N)C2=O)cc1 (stereo not given),i,0.4,i,i,i,i,i,i,i,i,-1
CC(C)C[C@H](NC(=O)c1[nH]cnc1C(=O)Nc1ccccc1)C(=O)OC(C)(C)C,i,-4.3,i,i,i,i,i,i,i,i,19
COC(=O)CSc1nc(C)c(C)c(C)c1C(N)=O,i,0.1,i,i,i,i,i,i,i,i,24
COC(=O)c1c(NC(=O)C2CCCCC2)sc2c1CC(C)(C)NC2(C)C,i,-0.6,i,i,i,i,i,i,i,i,-8
Cc1ccc(-c2nnc(-c3cccc(NC(=O)c4cccs4)c3)o2)cc1,i,1.2,i,i,i,i,i,i,i,i,19
CC(NC(N)=O)C12CC3CC(CC(C3)C1)C2 (stereo not given),i,-0.3,i,i,i,i,i,i,i,i,1
COc1ccc(S(=O)(=O)N2CCN(CC(=O)NC3CCCC3)CC2)cc1,i,3.4,i,i,i,i,i,i,i,i,19
COc1cccc(-c2[nH]nc3c2C(c2ccc(C)o2)C(C#N)=C(N)O3)c1 (stereo not given),i,-0.4,i,i,i,i,i,i,i,i,25
Cc1[nH]c2ccccc2c1-c1nc(-c2ccc(Cl)cc2)nnc1-c1ccccc1,i,0.1,i,i,i,i,i,i,i,i,23
Cc1nnc(SCC(=O)NC(C)(C)C)n1CCc1ccccc1,i,-1.6,i,i,i,i,i,i,i,i,10
Cn1cc(S(=O)(=O)CC(=O)Nc2ccc3c(c2)OCCO3)c2ccccc21,i,/,i,i,i,i,i,i,i,i,14
CCOC(=O)c1cnn(-c2ccccc2)c1NC(=O)CCl,i,-0.4,i,i,i,i,i,i,i,i,16
C#CC(CC)(CC)NC(=O)c1c(C)noc1C,i,0.5,i,i,i,i,i,i,i,i,14
CCOC(=O)c1ccc(NC(=S)NCCCN2CCCCC2)cc1,i,-0.3,i,i,i,i,i,i,i,i,34
CC(C)NC(=S)Nc1ccc(Oc2ccccc2)cc1,i,-0.2,i,i,i,i,i,i,i,i,9
CCCCC[C@H]1CN(Cc2ccccc2)C(=O)[C@@H]1CC(=O)NCc1ccccc1,i,-1.6,i,i,i,i,i,i,i,i,15
CC(C)(C)c1cc(NCc2ccccn2)n2ncc(-c3ccccc3)c2n1,i,/,i,i,i,i,i,i,i,i,25
Cc1cc(=O)[nH]c(SCC(=O)Nc2ccc(F)cc2)c1C#N,i,-0.2,i,i,i,i,i,i,i,i,7
O=C(Cc1c(F)cccc1Cl)N1CCN(C(=O)c2ccco2)CC1,i,-0.4,i,i,i,i,i,i,i,i,14
c1csc(-c2nc3c4ccccc4c4ccccc4c3[nH]2)c1,i,2.1,i,i,i,i,i,i,i,i,13
COc1ccc(NC(=O)c2ccc(NC(=O)c3cccs3)cc2)cc1,i,-2.5,i,i,i,i,i,i,i,i,23
O=C(/C=C/c1ccccc1[N+](=O)[O-])c1ccccc1Br,i,3.1,i,i,i,i,i,i,i,i,29
Cc1sc(NC(=O)Cc2ccc3c(c2)OCO3)nc1-c1ccc2c(c1)CCN2C(=O)c1ccc(F)cc1,i,-0.1,i,i,i,i,i,i,i,i,1
O=C(Nc1cc(C(F)(F)F)ccc1Cl)C(=O)N1CCCCC1,i,0.7,i,i,i,i,i,i,i,i,-1
CCOCCCn1c(=NC(=O)c2ccco2)c(C(=O)OCC)cc2c(=O)n3cccc(C)c3nc21,i,-0.1,i,i,i,i,i,i,i,i,18
CC(C)CNC(=S)N1CCC(c2nc(-c3ccc(F)cc3)no2)CC1,/,/,i,i,i,i,i,i,i,i,21
NC(=O)c1nsc(C(=O)N(c2ccccc2)C(C(=O)NC2CCCC2)c2ccncc2)c1N (stereo not given),i,0.7,i,i,i,i,i,i,i,i,9
Cc1ccc(C(=O)CC2(O)C(=O)N(Cc3ccc4c(c3)OCO4)c3ccccc32)cc1 (stereo not given),i,-0.1,i,i,i,i,i,i,i,i,11
Cc1ccc(C)c(OC(=O)c2cccc(S(=O)(=O)N3CCN(C)CC3)c2)c1,i,-0.3,i,i,i,i,i,i,i,i,14
CCc1ccc(N2CC(C(=O)NCCC3=CCCCC3)CC2=O)cc1 (stereo not given),i,0.2,i,i,i,i,i,i,i,i,24
CCn1c(=S)[nH]c2cc(C(=O)OC)ccc2c1=O,i,2.6,i,i,i,8.1*,i,i,i,i,-10
COc1cccc(CNC(=O)CCS(=O)(=O)c2cccc3nonc23)c1,i,-0.7,i,i,i,i,i,i,i,i,24
CN(C)CCCNC(=O)/C=C/c1ccc2c(c1)OCO2,i,-0.6,i,i,i,i,i,i,i,i,-13
CCOC(=O)C1=C(N)Oc2c(oc(CO)cc2=O)C1c1ccc(F)cc1 (stereo not given),i,-0.1,i,i,i,i,i,i,i,i,15
O=C(Nc1ccccc1C(=O)NCc1cccnc1)c1ccccc1Cl,i,-0.3,i,i,i,i,i,i,i,i,17
CC(C)OP(=O)(c1ccc(N(C)C)cc1)C(O)c1ccc(C(C)C)cc1 (stereo not given),i,-0.6,i,i,i,i,i,i,i,i,18
CCCc1nc2c(=O)n(C)c(=O)[nH]c2n1C,i,-0.3,i,i,i,i,i,i,i,i,19
COc1ccccc1N1CC(C(=O)Nc2ccc(S(=O)(=O)N3CCOCC3)cc2)CC1=O (stereo not given),i,-0.5,i,i,i,i,i,i,i,i,-5
O=C(c1ccco1)N1CCN(C(c2ccc(Cl)cc2)c2nnnn2CC2CCCO2)CC1 (stereo not given),i,0.3,i,i,i,i,i,i,i,i,2
CCN1CCCC1CNC(=O)c1cc2c(C)nc3ccccc3c2o1 (stereo not given),i,-0.2,i,i,i,i,i,i,i,i,10
O=C(COc1ccccc1Cl)Nc1nnc(S(=O)(=O)N2CCCCCC2)s1,i,-0.2,i,i,i,i,i,i,i,i,27
COc1ccc(Cl)cc1C(=O)NCC(C)C,i,-1.2,i,i,i,i,i,i,i,i,11
COC(=O)N/N=C/c1ccc(-c2cccc(Cl)c2)o1,i,1.1,i,i,i,i,i,i,i,i,8
CCOC(=O)[C@@H]1[C@H]2COc3ccc(Br)cc3[C@@H]2N2C(=O)N(c3ccccc3)C(=O)[C@@]12C,i,-0.7,i,i,i,i,i,i,i,i,28
